PAD4 FP inh: PAD4 (human) enzyme inhibition; Q9UM07; recombinant PAD4, RCA probe fluorescence polarization; inhibition, % at 6.36 µM; 0.41% of 330,000 active; AID 485272;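 active = percent inhibition above a cutoff equal to the mean of all tested compounds plus 3 SD, cut at about 15% in these data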;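 note: 0% = PAD4 with RCA probe and DMSO and 100% = probe without PAD4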
Target sequence (Q9UM07 whole entry, looked up): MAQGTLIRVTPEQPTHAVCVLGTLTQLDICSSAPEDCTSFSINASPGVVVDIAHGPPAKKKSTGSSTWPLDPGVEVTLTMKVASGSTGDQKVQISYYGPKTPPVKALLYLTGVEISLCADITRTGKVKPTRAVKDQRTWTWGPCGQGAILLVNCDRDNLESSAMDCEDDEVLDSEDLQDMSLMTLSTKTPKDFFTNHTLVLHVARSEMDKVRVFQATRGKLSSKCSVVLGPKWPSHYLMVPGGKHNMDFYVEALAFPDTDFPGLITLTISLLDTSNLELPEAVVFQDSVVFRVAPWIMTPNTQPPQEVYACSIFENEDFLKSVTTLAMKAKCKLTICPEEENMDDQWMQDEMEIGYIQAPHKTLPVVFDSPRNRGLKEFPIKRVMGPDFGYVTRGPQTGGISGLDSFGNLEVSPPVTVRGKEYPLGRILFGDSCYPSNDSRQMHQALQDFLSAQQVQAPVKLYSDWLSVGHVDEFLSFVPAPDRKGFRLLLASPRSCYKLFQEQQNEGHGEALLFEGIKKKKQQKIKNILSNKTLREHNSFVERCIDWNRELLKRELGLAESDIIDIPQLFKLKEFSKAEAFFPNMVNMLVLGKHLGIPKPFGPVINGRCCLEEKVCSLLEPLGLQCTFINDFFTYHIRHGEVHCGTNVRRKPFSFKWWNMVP
GLD-1 TGE inh: GLD-1-TGE RNA interaction inhibition (C. elegans); Q17339; purified GLD-1 + fluorescein TGE RNA, fluorescence polarization; inhibition, % at 5.96 µM; 0.44% of 320,000 active; AID 2280;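 active = percent inhibition above a per-plate cutoff, the plate mean of test compounds plus 3 SD, cut at about 30% in these data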;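 note: 0% = DMSO wells with GLD-1 and probe and 100% = wells lacking GLD-1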
Target sequence (Q17339 whole entry, looked up): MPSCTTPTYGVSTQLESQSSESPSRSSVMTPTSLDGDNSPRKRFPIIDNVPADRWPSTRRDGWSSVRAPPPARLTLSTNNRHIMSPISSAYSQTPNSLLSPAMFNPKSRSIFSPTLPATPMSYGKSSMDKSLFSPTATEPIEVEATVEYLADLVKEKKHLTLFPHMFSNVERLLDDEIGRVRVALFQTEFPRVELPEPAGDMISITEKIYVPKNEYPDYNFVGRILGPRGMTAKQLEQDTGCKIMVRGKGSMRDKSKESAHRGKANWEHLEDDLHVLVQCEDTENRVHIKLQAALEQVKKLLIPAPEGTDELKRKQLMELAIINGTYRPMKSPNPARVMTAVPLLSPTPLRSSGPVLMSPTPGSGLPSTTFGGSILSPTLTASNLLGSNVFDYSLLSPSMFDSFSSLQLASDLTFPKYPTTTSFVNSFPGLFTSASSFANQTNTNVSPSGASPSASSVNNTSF
Numbers without * were called inactive.

Order of values – PAD4 FP inh, GLD-1 TGE inh
O=C1N[C@@H](Cc2ccccc2)COC(=O)[C@@H](Cc2ccc(F)cc2)CC/C=C/C[C@H]1CC(=O)N(CCO)Cc1ccccc1
  -1, 4
COC(=O)[C@]1(Cc2ccccc2)N[C@H](CN(C)C(=O)Nc2ccc(Cl)cc2)[C@@H]2C(=O)N(C)C(=O)[C@@H]21
  -1, 4
C=CC[C@H](CC(=O)N(CCO)Cc1ccccc1)C(=O)NC[C@@H](OC(=O)[C@@H](CC=C)Cc1ccc(F)cc1)c1ccccc1
  4, 8
Cc1cccc(NC(=O)COC(=O)c2ccc3nc(C)c(C)nc3c2)c1
  -1, 10
Nc1cc(Cl)ccc1C(=O)OCC(=O)NCC1CCCO1 (stereo not given)
  -1, 4
COc1ccc(NC(=O)N(C)C[C@H]2Oc3ccc(NS(=O)(=O)c4cccs4)cc3C(=O)N([C@H](C)CO)C[C@@H]2C)cc1
  0, -1
Cc1cc(C)cc(NC(=O)CN2C(=O)NC(Cc3c[nH]c4ccccc34)C2=O)c1 (stereo not given)
  -1, -3
COc1ccc(Cl)cc1C(=O)NNC(=O)c1ccc(F)c(S(=O)(=O)N2CCOCC2)c1
  4, 8
CCN(C(=O)COC(=O)c1ccc(Cl)c(S(=O)(=O)N2CCCCC2)c1)C1CCS(=O)(=O)C1 (stereo not given)
  -7, 4
NC(=O)c1ccc(NC(=O)COC(=O)c2cc3c(s2)CCC3)cc1
  -2, -4
Cc1ccc(S(=O)(=O)Nc2ccc(S(=O)(=O)Nc3nccs3)cc2)cc1C
  -1, -3
CCCC(NC(=O)c1ccc(Br)o1)c1nc2ccccc2[nH]1 (stereo not given)
  -5, 4
CCOC(=O)CN(C(=O)CSc1nnnn1C)c1ccccc1
  -2, 5
Cc1ccc(OCC(=O)N2CCCCC2C)c([N+](=O)[O-])n1 (stereo not given)
  1, 8
CSCCC1NC(=O)N(CC(=O)Nc2cccc(S(=O)(=O)N3CCCCCC3)c2)C1=O (stereo not given)
  -5, -3

Reprinted from the part before: 2 compounds, followed by the next part.
Order of values – PAD4 FP inh, GLD-1 TGE inh
Cc1ccc(OCC(=O)N2CCCCC2C)c([N+](=O)[O-])n1 (stereo not given)
  1, 8
CSCCC1NC(=O)N(CC(=O)Nc2cccc(S(=O)(=O)N3CCCCCC3)c2)C1=O (stereo not given)
  -5, -3
COc1ccccc1OCC(=O)Nc1sc2c(c1C(N)=O)CCC2
  2, -1
CN(C)c1ccc(C(=O)OCC(=O)Nc2cccc(S(=O)(=O)N3CCCC3)c2)cc1
  -2, 15
Cc1ccc(OCCCC(=O)NNC(=O)c2ccccn2)cc1
  -5, 1
Cc1c(NC(=O)C(C)Oc2ccc(Br)cc2)c(=O)n(-c2ccccc2)n1C (stereo not given)
  -8, -6
CC(C)(C)OC(=O)C[C@H]1C/C=C\C[C@H](CC(=O)N(CCO)Cc2ccccc2)C(=O)N[C@@H](c2ccccc2)COC1=O
  -3, 4
COCCn1c(SCC(=O)Nc2cccnc2Cl)nc2ccccc21
  5, 7
COc1ccc(NC(=O)N(C)C[C@H]2Oc3c(NC(=O)NC4CCCCC4)cccc3C(=O)N([C@H](C)CO)C[C@@H]2C)cc1
  2, 4
O=c1cc(-c2ccc(O)c(O)c2)oc2cc(O[C@@H]3O[C@H](CO)[C@@H](O)[C@H](O)[C@H]3O)cc(O)c12
  -2, 1
CCOc1ccc(NC(=O)COC(=O)Cn2nc(C)c([N+](=O)[O-])c2C)cc1OCC
  0, 3
Cc1cc(SCC(=O)Nc2ccc3[nH]c(=O)[nH]c3c2)nc2ccccc12
  3, 10
O=C(OCC(=O)N1CCOCC1)c1ccc(Cl)c(S(=O)(=O)N2CCc3ccccc32)c1
  -3, 1
CCCCN(C(=O)C1CCCC1)c1c(N)n(Cc2ccccc2)c(=O)[nH]c1=O
  2, 3
O=C1CCc2ccccc2O1
  1, -4
CCC(C)Sc1cc(-c2nc3cc(C)ccn3c2NC2CCCCC2)ccc1OC (stereo not given)
  -7, -3
CN(C(=O)CSc1nnc(Nc2ccccc2F)s1)C1CCS(=O)(=O)C1 (stereo not given)
  4, 4
O=C(CN1C(=O)NC2(CCCCCCC2)C1=O)Nc1ccc(OC(F)F)cc1
  -7, 2
COc1ccc(C(=O)Nc2nc(-c3ccccn3)cs2)cc1S(=O)(=O)N1CCOCC1
  2, 8
COc1cc(C(=O)NCC(=O)NNC(=O)CN(C)S(=O)(=O)c2ccc(Cl)cc2)cc(OC)c1OC
  -1, 1
Cc1ccc(S(=O)(=O)N2[C@@H](c3cccc4ccccc34)C(C(=O)O)=C[C@H]2C(C)(C)C)cc1
  -2, -1
O=C(CCS(=O)(=O)c1ccccc1)NNC(=O)CSc1ccccc1F
  -1, 1
CN(C(=O)COC(=O)c1ccc2ccccc2n1)C1CCCCC1
  -2, 5
C[C@H](CO)N1C[C@H](C)[C@@H](CN(C)S(=O)(=O)c2ccccc2)Oc2c(cccc2N(C)C)C1=O
  1, 3
CN(Cc1cccc(Cl)c1Cl)C(=O)CCNC(=O)c1ccco1
  0, 2
C=CCNS(=O)(=O)NC(=O)C1=C(N2CCCC2)COC1=O
  -1, 6
O=C(NCc1cccc(F)c1)c1cccc2c1C(=O)c1ccc(N3CCCC3)cc1S2(=O)=O
  -14, 55*
Cc1ccc(S(=O)(=O)N2CC(O)CC2C(=O)OCC(=O)Nc2ccc([N+](=O)[O-])cc2C(F)(F)F)cc1C (stereo not given)
  -3, -2
Cc1ccc(S(=O)(=O)Nc2ccc(F)c(S(=O)(=O)N3CCOCC3)c2)cc1
  -1, 0
COc1ccc(-c2c(-c3ccc(OC)nc3)c3ccccc3n2C)cc1
  -3, 1
O=C(c1ccc(S(=O)(=O)NCc2ccco2)cc1)N1CCN(c2ccccc2)CC1
  -2, 1
COc1ccc(OC)c(-c2nnc3n2N=C(c2ccc(OC)c(OC)c2)CS3)c1
  6, 5
Cc1cc(C(=O)NNC(=O)C(C)NS(=O)(=O)c2ccccc2F)c(C)o1 (stereo not given)
  -8, 5
Cc1nn(CC(=O)NC2CCS(=O)(=O)C2)c(C)c1[N+](=O)[O-] (stereo not given)
  -1, 1
COC(=O)c1cc(NC(=O)COC(=O)C2COc3ccccc3O2)cc(C(=O)OC)c1 (stereo not given)
  8, 0
Cc1cc(NC(=O)COC(=O)c2ccc(C)c(C)c2)no1
  0, -2
Cc1ccc(S(=O)(=O)N2CCOCC2)cc1C(=O)OCC(=O)N1CCCCC1
  2, 6
O=c1cc(CO)oc2ccccc12
  -7, 6
O=C(C[C@H]1C/C=C\CC[C@H](Cc2ccc(F)cc2)C(=O)O[C@@H](c2ccccc2)CNC1=O)N[C@H](CO)Cc1ccccc1
  -3, 7
COc1cc(S(=O)(=O)N2CCN(Cc3ccc4c(c3)OCO4)CC2)ccc1NC(C)=O
  0, -2
C=CCN(Cc1ccc(Cl)s1)C(=O)c1ccc(F)c(S(=O)(=O)N2CCOCC2)c1
  5, 3
O=C(c1ccc(Cl)c(S(=O)(=O)N2CCOCC2)c1)N1CCc2ccccc2C1
  2, 4
CCc1cccc(C)c1NC(=O)CN1C(=O)NC(CCc2ccccc2)C1=O (stereo not given)
  -2, -2
CC(Sc1nnc(Cc2ccccc2)o1)C(=O)NC1(C#N)CCCCC1 (stereo not given)
  -1, 4
COC(=O)[C@]1(C)N[C@H](CN(C)C(=O)c2ccc(C(C)(C)C)cc2)[C@@H]2C(=O)N(C)C(=O)[C@@H]21
  1, 2
CCC(=NNC(=O)c1ccc2c(c1)nc(C)n2CC)c1cc(F)ccc1O
  -3, -5
C[C@H](CO)N1C[C@H](C)[C@@H](CN(C)S(=O)(=O)c2ccc(F)cc2)Oc2ccc(NC(=O)Cc3ccccc3)cc2C1=O
  1, 4

Compound profiles, from the list above. Screens in order: PAD4 FP inh | GLD-1 TGE inh
Cc1cc(NC(=O)COC(=O)c2ccc(C)c(C)c2)no1 as listed: 0 | -2
COC(=O)[C@]1(C)N[C@H](CN(C)C(=O)c2ccc(C(C)(C)C)cc2)[C@@H]2C(=O)N(C)C(=O)[C@@H]21 as listed: 1 | 2

Other records follow:
Order of values – PAD4 FP inh, GLD-1 TGE inh
O=C(Cn1cc(CNC(=O)C2CCCCC2)nn1)Nc1cc(C(F)(F)F)ccc1Cl
  -1, -4
COc1ccc(C(=O)N/C(=C\c2ccc(SC)cc2)C(=O)NCCCn2ccnc2)cc1OC
  -3, -4
N#CCCN(C(=O)COC(=O)CSc1ccc(Cl)cc1)c1ccccc1
  -7, 8
Cc1cc(NC(=O)c2cc(S(=O)(=O)N3CCCCC3)ccc2C)no1
  -4, 4
C/C=C1\NC(=O)[C@H](C)NC(=O)[C@@H](NC(=O)[C@@H](Cc2ccc(O)cc2)NC(=O)[C@@H](NC(=O)/C(C)=C/C)C(C)C)[C@@H](C)OC(=O)[C@H](CCCCc2ccc(O)cc2)NC(=O)[C@@H](CCC(=O)O)NC1=O
  -2, 6
Cc1nnc(SCC(=O)Nc2ccc(S(N)(=O)=O)cc2)n(N)c1=O
  -6, 4
O=C(NCC(c1ccco1)N1CCCC1)c1cc(S(=O)(=O)N2CCCCC2)ccc1Cl (stereo not given)
  2, -1
C[C@@H]1COC(=O)[C@H](Cc2ccc(F)cc2)CC/C=C\C[C@@H](CC(=O)NCCO)C(=O)N1
  5, 10
CC(=NNC(=O)CSc1nc2ccccc2o1)c1ccco1
  0, 5
CC(C)=CC(=O)O[C@@H]1Cc2c(ccc3ccc(=O)oc23)OC1(C)C
  -6, 1
CCOC(=O)c1ccc(NC(=O)C2CC(O)CN2S(=O)(=O)c2ccc(C)cc2)cc1 (stereo not given)
  2, 0
CCN1C(=NCCc2ccc([N+](=O)[O-])cc2)N[C@@H](c2ccccc2)[C@H](C(=O)OC)[C@H]1C
  -2, 0
C=CC[C@H](CC(=O)NCCO)C(=O)NCCOC(=O)[C@@H](CC=C)Cc1ccc(F)cc1
  6, 7
O=C(C[C@@H]1C/C=C\C[C@@H](NC(=O)OCC2c3ccccc3-c3ccccc32)C(=O)OCCNC1=O)N[C@@H](CO)Cc1ccccc1
  -3, 5
CC(OC(=O)Cn1ccccc1=O)C(=O)Nc1cc(Cl)cc(Cl)c1 (stereo not given)
  -3, 1
O=C(OCC(=O)N1CCCC1)c1cnc(Cl)c(Cl)c1
  2, -2
CC(C)C[C@H](NC(=O)c1nc[nH]c1C(=O)NCCNC(=O)OC(C)(C)C)C(=O)CNCCNC(=O)c1[nH]cnc1C(=O)N[C@@H](C)C(=O)OC(C)(C)C
  5, 2
Cc1ccccc1-n1ccnc1SCC(=O)Nc1cccc(S(=O)(=O)NC2=NCCC2)c1
  1, 2
C=CCC[C@@H](Cc1ccc(F)cc1)C(=O)OC[C@@H](Cc1c[nH]c2ccccc12)NC(=O)[C@@H](CC=C)CC(=O)N[C@@H](CO)Cc1ccccc1
  1, 0
CC(C)(C)NC(=O)CSc1nc2cc(S(=O)(=O)N3CCCCC3)ccc2o1
  -3, 1
CC(C)c1ccc(S(=O)(=O)N2CCN(C(=O)CN3C(=O)c4ccccc4C3=O)CC2)cc1
  0, -1
Cc1c(NS(=O)(=O)c2cc(C(=O)N3CCCC(C)C3)ccc2Cl)c(=O)n(-c2ccccc2)n1C (stereo not given)
  -6, 7
O=C(COC(=O)[C@H](Cc1ccccc1)NC(=O)c1ccco1)Nc1ccccc1
  0, 2
Cc1cccc(O)c1C
  1, 4
Cn1c2cc(Br)sc2c2cnn(Cc3c(F)cccc3Cl)c(=O)c21
  -2, 0
Cc1cc(C)n2nc(SC(C)C(=O)N(C)C3CCCCC3)nc2n1 (stereo not given)
  -4, 9
CC(=O)c1ccc(O[C@@H]2O[C@H](CO)[C@@H](O)[C@H](O)[C@H]2O)cc1
  -1, 3
CCC(COC(=O)c1ccccc1)Oc1cc(NCc2ccccc2)c2ncn(C(C)C)c2c1 (stereo not given)
  0, -5
CC(=O)C[C@@H](O)CC(=O)[C@@H]1OC(=O)[C@H](C)C/C=C\Cc2ccccc21
  -4, 3
CN(C(=O)c1ccc(NC(=O)Cc2cccc([N+](=O)[O-])c2)cc1)C1CCCC1
  -2, 3

Taken from above:
Under GLD-1 TGE inh, Cc1ccccc1-n1ccnc1SCC(=O)Nc1cccc(S(=O)(=O)NC2=NCCC2)c1 is entered as 2
Under PAD4 FP inh, CCC(COC(=O)c1ccccc1)Oc1cc(NCc2ccccc2)c2ncn(C(C)C)c2c1 (stereo not given) is entered as 0

Next section
Order of values – PAD4 FP inh, GLD-1 TGE inh
O=c1ccn([C@@H]2O[C@H](COS(=O)(=O)O)[C@@H](O)[C@H]2O)c(=O)[nH]1
  -1, 4
CC(C)C[C@@H]1CN=C(N)N1C[C@@H]1CCCN1C[C@@H](C(C)C)N1C[C@@H](Cc2ccccc2)N(CCc2ccc(Cl)c(Cl)c2)C1=N
  2, 1
COc1ccc(OC)c(NC(=O)c2cc3c(cc2Cl)N2CCCCCC2=NS3(=O)=O)c1
  1, 35*
C[C@H](CO)N1C[C@H](C)[C@@H](CN(C)Cc2ccccc2)Oc2c(NC(=O)C3CCCCC3)cccc2C1=O
  4, 8
C[C@H](CO)N1C[C@H](C)[C@@H](CN(C)S(=O)(=O)c2ccc(F)cc2)Oc2ccc(NC(=O)CCN3CCOCC3)cc2C1=O
  0, -1
NS(=O)(=O)c1ccc(CCNC(=O)CN2CCN(S(=O)(=O)c3ccccc3F)CC2)cc1
  -2, 1
Cc1ccc(S(=O)(=O)Nc2ccc3cn[nH]c3c2)cc1C
  4, 1
Cc1ccc(S(=O)(=O)N2CCOCC2)cc1C(=O)NCCc1ccc(Cl)cc1
  0, 0
O=C(N[C@@H](Cc1ccccc1)C(=O)OCc1ccccc1)c1nc[nH]c1C(=O)N1CCNCC1
  5, 2
Cc1cc(NC(=O)COc2ccccc2C(N)=O)no1
  -1, 0

A run of entries from the list above, as a working copy:
Order of values – PAD4 FP inh, GLD-1 TGE inh
O=c1ccn([C@@H]2O[C@H](COS(=O)(=O)O)[C@@H](O)[C@H]2O)c(=O)[nH]1
  -1, 4
CC(C)C[C@@H]1CN=C(N)N1C[C@@H]1CCCN1C[C@@H](C(C)C)N1C[C@@H](Cc2ccccc2)N(CCc2ccc(Cl)c(Cl)c2)C1=N
  2, 1
COc1ccc(OC)c(NC(=O)c2cc3c(cc2Cl)N2CCCCCC2=NS3(=O)=O)c1
  1, 35*

This is a subset, so the mix of outcomes need not match the whole.
